zVAD death inh: inhibitors of zVAD-triggered necroptosis, primary screen, L929 cells | L929 zVAD necroptosis rescue, ATP luminescence, 24 h; with zVAD 60 µM | viability rescue, % at 10 µM | 220,000 tested, 0.38% active | AID 1377, 2008;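 active means activation, scaled between plate controls, above about 75%, limit read from the data; inactive means activation under that limit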;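 further: 0% = zVAD with DMSO and 100% = DMSO alone without zVAD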
Cl transport mod: KCC2 cotransporter modulators, thallium flux, primary screen, cell-based, HEK293 KCC2, FluoZin-2 fluorescence, MLSMR. 190,000 tested, 2.2% active. Solute carrier family 12 member 5 (Homo sapiens), Q9H2X9. AID 1456, 2008. KCC2 cells, thallium flux FluoZin-2 fluorescence. B-score of Tl+ flux slope (higher = more flux/activation; lower = inhibition) at 10 µM;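 active means thallium flux slope and its plate-corrected score both differing from the plate sample mean at a set confidence after two filtering rounds, in either direction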;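 further: slope of fluorescence scaled to starting intensity during 10 to 20 s after thallium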
PERK inh: block of dimerizer-induced PERK translation repression, primary screen, PERK inhibitor project, CHO PERK-DD cells, SEAP luminescence, HTS. Eukaryotic translation initiation factor 2-alpha kinase 3 (Homo sapiens), Q9NZJ5. 220,000 tested, 0.17% active. CHO PERK-DD fusion, SEAP luminescence translation reporter. inhibition, % at 5.6 µM;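 active means inhibition above the mean inhibition of all tested compounds plus 3 SD, set separately per screening campaign, cut at about 2.9% in these data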;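 further: PERK kinase domain activated by AP20187 dimerizer at 100 nM; 0% = DMSO with dimerizer and 100% = rapamycin at 8.4 µM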
EBV gp42 inh: Epstein-Barr virus gp42 inhibitors, primary screen, biochemical, uHTS, fluorescence polarization; Glycoprotein 42 (Epstein-Barr virus (strain AG876)), Q1HVG2; Fluorescence polarization binding assay, mP read-out; inhibition, % (tested at 21.74 µM); 220,000 tested, 0.42% active; AID 1085, 2008; in the data active means inhibition above about 50%
Target sequence (Q1HVG2 whole entry, looked up): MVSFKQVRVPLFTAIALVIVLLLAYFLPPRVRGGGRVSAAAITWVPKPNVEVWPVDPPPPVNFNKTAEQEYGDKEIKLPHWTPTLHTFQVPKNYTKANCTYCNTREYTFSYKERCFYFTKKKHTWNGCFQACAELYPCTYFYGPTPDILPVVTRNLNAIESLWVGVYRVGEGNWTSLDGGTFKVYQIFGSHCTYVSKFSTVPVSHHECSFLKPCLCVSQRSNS
MDM2 E3 inh: MDM2-luciferase reporter signal enhancers, primary screen, MDM2 E3 ligase inhibitor project, cell-based, luminescence, 1536-well; cell-based MDM2 ubiquitination luciferase reporter, 2 h; 0 = plate control, 100 = twice control, blank-subtracted; E3 ubiquitin-protein ligase Mdm2 (Homo sapiens), Q00987; 210,000 tested, 0.11% active; signal enhancement, % at 5 µM;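 active means signal enhancement of 30% or more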;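 further: luminescence tracks abundance of the self-degrading MDM2-luciferase fusion protein; higher signal means inhibition of MDM2 E3 ligase activity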
Target sequence (Q00987 whole entry, looked up, the tested form may be a part): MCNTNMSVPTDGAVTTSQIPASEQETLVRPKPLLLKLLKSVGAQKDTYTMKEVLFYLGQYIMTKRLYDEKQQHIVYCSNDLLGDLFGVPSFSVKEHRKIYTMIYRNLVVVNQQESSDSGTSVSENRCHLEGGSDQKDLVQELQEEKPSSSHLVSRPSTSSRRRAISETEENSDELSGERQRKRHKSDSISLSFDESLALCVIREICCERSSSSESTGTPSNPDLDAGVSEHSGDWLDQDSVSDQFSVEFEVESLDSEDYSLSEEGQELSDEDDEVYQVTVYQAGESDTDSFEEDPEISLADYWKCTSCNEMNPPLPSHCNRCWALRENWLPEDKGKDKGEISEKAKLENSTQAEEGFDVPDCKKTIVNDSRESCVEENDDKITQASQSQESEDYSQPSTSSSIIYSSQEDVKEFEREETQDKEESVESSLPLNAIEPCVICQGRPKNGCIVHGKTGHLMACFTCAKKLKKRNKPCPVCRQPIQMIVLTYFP
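Buffer or medium: Cells held in DMEM | Assay system: Stable mammalian line carrying autodegrading MDM2–luciferase fusion reporter | Quantity: 2000 cells/well | Times: 4 h settle plus 2 h compound, 37 °C | Doses: One concentration, 5 µM, with 0.2% DMSO | Technique: Luminescence with SteadyLite reagent, 15 min at room temperature | Benchmarks: Plate controls and plate blanks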
TNF death inh: inhibitors of TNF-alpha triggered necroptosis, primary screen, cell-based, Jurkat FADD-/-, single concentration; Jurkat FADD-/- TNF necroptosis rescue, ATP luminescence, 24 h; 0 = TNF only, 100 = no-TNF cells; activation (protection from cell death), % at 10 µM; 220,000 tested, 0.068% active;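 active means activation, meaning protection from cell death, of at least 50% relative to plate controls; inactive means activation below 50%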;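 further: necroptosis triggered by 40 ng/mL TNF-alpha added together with compound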
Rad51 HR inh: human RAD51 strand exchange inhibitors, primary screen, biochemical, fluorescence; inhibition, % at 10 µM; hRad51 DNA strand exchange, fluorescence dequenching; 200,000 tested, 0.085% active;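 active means inhibition above 40% at the single screening dose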;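 further: 0% = DMSO control wells and 100% = blanks with heterologous ssDNA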
Target sequence (Q06609 whole entry, looked up): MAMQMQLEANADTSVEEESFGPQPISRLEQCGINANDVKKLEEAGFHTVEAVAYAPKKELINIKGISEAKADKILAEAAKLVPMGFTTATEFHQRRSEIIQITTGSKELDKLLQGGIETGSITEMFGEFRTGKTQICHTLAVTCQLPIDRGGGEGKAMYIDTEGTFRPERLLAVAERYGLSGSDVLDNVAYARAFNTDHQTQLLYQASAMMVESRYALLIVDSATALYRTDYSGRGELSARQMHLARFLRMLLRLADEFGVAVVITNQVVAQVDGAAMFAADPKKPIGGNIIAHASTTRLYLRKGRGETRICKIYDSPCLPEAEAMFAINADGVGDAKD
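Read-out basis: percent inhibition relative to plate controls and blanks / Assay system: human Rad51 nucleoprotein filaments preassembled on unlabelled ssDNA / Timing: filaments 15 min 37 °C, then compound 30 min / Control set: per-plate controls and blanks / Technique: fluorescence dequenching at 485/520 nm / Compound: 10 µM final, single point / Also added: Fluorescein- and BHQ1-tagged 47-mer duplex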
Calpain2 inh: inhibitors of pig calpain II, primary screen, biochemical, fluorogenic peptide substrate, 1536-well; AID 1236, 2008; purified calpain II, 30 min; inhibition, % at 16 µM; 220,000 tested, 0.37% active;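 active means inhibition above about 50%, limit read from the data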
eIF4E-4G inh: eIF4E–eIF4G protein interaction inhibitors, primary screen, biochemical, uHTS, TR-FRET, eIF4GI fragment. TR-FRET eIF4E-eIF4GI(517-606) binding, 2 h. inhibition, % at 21.7 µM. 220,000 tested, 0.37% active. Eukaryotic translation initiation factor 4E (Mus musculus) + Eukaryotic translation …;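 active means inhibition above about 30%, limit read from the data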;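 further: 0% = full FRET control wells and 100% = background wells lacking eIF4GI fragment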
Active calls of the source: *; i = inactive; . = not tested or not shown; [ ] = remark or other dose. No enrichment for hits. Share with any hit: about 3.6%.

SMILES	zVAD death inh	Cl transport mod	PERK inh	EBV gp42 inh	MDM2 E3 inh	TNF death inh	Rad51 HR inh	Calpain2 inh	eIF4E-4G inh
CCNc1nc(NC(C)C)nc(OCCOC(=O)Nc2ccccc2)n1	0.6	-0.36	-0.4	-9	5	0.0	-1	29	1[fluorescence artefact?]
COc1cccc2c1OC1(C)CC2NC(=O)N1c1cccc(C(=O)N2CCN(c3ccccc3)CC2)c1 (configuration not stated)	3.1	0.073	-0.3	-5	-12	0.1	8	-7	-1
N#CNC(=Nc1cccc(F)c1)SCc1ccccc1F	2.9	-1.7	0.3	3	.	-0.7	.	-2	-1[fluorescence artefact?]
Cc1ccc2c(C(=O)CN3CCN(C(=O)c4ccco4)CC3)c(C)[nH]c2c1	0.0	-0.11	-1.3	-1	-12	1.9	12	-4	0
COC(=O)/C=C/S(=O)(=O)c1ccc(NC(C)=O)cc1	0.4	.	0.4	-13	12	-5.6	-17	-1	-7
CCOC(=O)Nc1ccc(C)cc1Br	0.7	.	0.5	5	-6	0.0	0	29	4
O=C(NCc1cccnc1)C(=O)NCC(c1ccco1)N1CCN(c2ccccc2F)CC1 (configuration not stated)	-0.2	0.42	-0.4	-13	-3	1.3	1	-12	6
O=C(Oc1cccc2cccnc12)c1ccc2c(c1)OCCO2	-0.4	.	0.6	1	-17	-12	4	7	1
Cc1onc(-c2c(F)cccc2Cl)c1C(=O)N1CCc2ccccc21	-0.6	.	-0.1	9	5	0.0	-3	20	6
CCOc1ccccc1C(=O)N/N=C/c1c[nH]c2ccccc12	0.3	-2.7	-0.2	-10	-16	-2.7	-1	31	-5
COC(=O)c1ccc2c(=O)n(CCN3CCOCC3)c(=S)[nH]c2c1	-0.2	0.78	0.3	-2	-18	-0.8	6	10	9
CCC1CCCCN1CCNC(=O)c1[nH]c(C)c(C(C)=O)c1C (configuration not stated)	1.7	-0.22	0.3	-4	-20	3.2	2	11	6
CCOc1ccc(S(=O)(=O)Nc2ccc(F)cc2)c(C)c1C	0.8	-0.01	-0.7	-9	-17	-2.3	2	15	5
COC(=O)c1cc(=O)[nH]c(SCc2cccc(C)c2)n1	.	-0.17	-0.3	-4	.	-1.3	.	18	1
Cc1ccc(S(=O)(=O)N(C)CC(=O)OCC(=O)NC(=O)NC(C)C)cc1	1.3	0.042	1.7	-12	-15	4.7	.	23	4
CCc1cccc(CC)c1NC(=O)COC(=O)c1cccc(S(=O)(=O)N2CCc3ccccc3C2)c1	0.1	-0.025	-0.6	-15	-4	1.2	-9	13	16
COc1ccc(-c2csc(NC(=O)CSc3nnc(Nc4ccccc4C)s3)n2)cc1	1.9	0.088	0.3	-9	.	1.7	.	-6	4
N#Cc1c(-c2ccc3c(c2)OCO3)csc1N	-1.4	-0.38	0.4	-11	-6	-13	0	1	1
O=C1NC(=S)S/C1=C\c1coc2ccc(O)cc2c1=O	0.5	-5.7	-0.6	-7	-6	-0.6	-22	37	-3
COc1ccc(OC)c(S(=O)(=O)Nc2ccccc2C(F)(F)F)c1	-0.2	.	0.8	-22	-5	-0.8	-38	17	-1
Cc1ccc2c(c1)cc(CN(C(=O)N1CCOCC1)C1CCCC1)c1nnnn12	-0.2	-0.34	0.6	-1	13	-0.2	.	-30	-1
CC(C)(C)OC(=O)NC(CCCCNC=O)C(=O)O (configuration not stated)	-0.2	0.3	1.2	-22	6	-1.3	-6	-6	-2[fluorescence artefact?]
O=C(CCC1CCCN(C(=O)c2ccc3cc[nH]c3c2)C1)N1CCN(c2ccccn2)CC1 (configuration not stated)	-0.9	-0.75	-0.5	-3	-6	0.5	5	-21	3
Cc1ccccc1OCC(=O)Nc1cc(Cl)ccc1Oc1ccccc1	-1.0	-0.68	1.1	-21	-7	0.1	-7	27	-3
Cc1oc(S(=O)(=O)N(C)C)cc1C(=O)Nc1ccc(Cl)cc1	0.4	-0.5	1.2	-14	0	1.7	17	-2	6

New compounds follow:
SMILES	zVAD death inh	Cl transport mod	PERK inh	EBV gp42 inh	MDM2 E3 inh	TNF death inh	Rad51 HR inh	Calpain2 inh	eIF4E-4G inh
C=C1CCN([C@@H](C)C(=O)NCc2ccc(Cl)cc2)S(=O)(=O)c2ccccc21	0.7	-0.41	.	-21	-4	2.7	-3	35	2
O=C(Nc1ncc(Cc2ccc(SC(F)F)cc2)s1)c1ccc(OC(F)F)cc1	-0.6	0.007	-0.3	-6	-11	-18	.	-30	6[fluorescence artefact?]
CCOC(=O)Cc1csc(NC(=O)Nc2ccccc2)n1	0.2	0.0058	-0.4	-2	-5	-0.1	.	-9	-1
CCC(=O)N1CCc2cc(S(=O)(=O)NCCN3CCC(C)CC3)ccc21	-0.1	-2.8	-3.0	2	-9	-1.1	-3	-4	4[fluorescence artefact?]
O=C(CNc1cccc2ccccc12)N/N=C/c1ccc(OC(=O)/C=C/c2ccco2)cc1	.	0.083	0.3	-1	1	-0.5	.	-6	-4
CC(=O)N(/N=C1\Sc2ccccc2C1=O)c1ccccc1	0.1	0.24	1.1	-1	-12	-8.5	5	22	0
O=C(COc1ccccc1)NCCSCc1ccccc1Cl	0.1	-1.2	0.1	1	-6	0.4	4	34	1
CCn1c(SCC(=O)NCC2CCCO2)nc2cc(S(=O)(=O)N3CCCCC3)ccc21 (configuration not stated)	-0.5	1.3	-0.2	-4	-13	1.3	-2	3	-6
O=C1Nc2ccccc2C12OCC1(CO2)COC2(OC1)C(=O)Nc1ccccc12 (configuration not stated)	0.9	1.2	0.8	-22	-7	-1.8	2	5	-8
CC(C)C(=O)NCCCc1ccccc1	0.0	-0.093	0.3	-2	-3	0.8	9	20	-1
Cc1cccc(-n2cc(CNCCc3nc(C)cc(C)n3)c(-c3cccc(F)c3)n2)c1	0.2	1.2	-2.4	-4	-19	-2.4	4	-13	-1
Cn1c(C(=O)NCC2CCCO2)cc2c(=O)n3ccccc3nc21 (configuration not stated)	4.9	.	-0.1	-11	-8	0.8	4	i	0
Cc1ccc(NC(=O)C2CC(=O)Nc3ncnn32)c(C)c1 (configuration not stated)	-1.0	0.13	1.0	3	.	0.6	1	-9	1
COc1coc(C(O)CN)cc1=O (configuration not stated)	.	0.13	0.8	-3	0	0.8	26	5	7
CCn1c(=O)cc(SCC(=O)Nc2ccc(Cl)cc2)c2ccccc21	-0.1	0.91	1.1	5	.	-0.4	-3	30	-7[fluorescence artefact?]
O=c1c2ccccc2nc(SCCN2CCCCC2)n1CCc1ccccc1	-1.3	3.1	-0.2	-9	-15	1.6	-3	12	0
O=C(c1ccc([N+](=O)[O-])s1)N1CCN(c2cccc(Cl)c2)CC1	0.9	-0.19	0.2	-11	-8	-0.2	-11	0	4
O=C(NC1CCCC1)C(c1ccncc1)N(CC1CCCO1)C(=O)Cn1nnc(-c2cccs2)n1 (configuration not stated)	-0.2	-0.63	-0.4	-1	-7	-0.2	4	-11	1[fluorescence artefact?]
CC1=NN(c2ccc(Cl)c(C(=O)O)c2)C(=O)/C1=C\c1ccc(-c2ccc(C(=O)O)cc2)o1	3.7	0.12	1.1	18	-10	-0.1	5	-47	21
Cn1c(/N=C/c2c(O)ccc3ccccc23)nc2ccccc21	-0.1	i	0.9	157*	0	-9.9	.	-19	8
COc1cccc(/C=N/NC(=O)NC2CCCCC2)c1O	2.9	.	-0.3	-12	-14	7.0	3	-12	1
CN(C)/C=C(/C(=O)c1ccccc1)n1cncn1	-0.2	0.5	0.9	-3	-1	-0.1	-2	-21	-1
C#CCN(C(=O)Nc1ccccc1)c1ccccc1	0.5	1.1	1.1	-16	4	-0.3	-24	3	15
Cc1cccc(-n2nnnc2SCC(=O)Nc2cccc(S(N)(=O)=O)c2)c1	1.3	1.3	2.0	-5	-4	0.2	22	16	1
O=C(NC(=S)Nc1cc(S(=O)(=O)N2CCOCC2)ccc1N1CCOCC1)C1CCCC1	0.5	-0.37	0.1	7	-6	2.7	13	-6	3

Remaining list, next part:
SMILES	zVAD death inh	Cl transport mod	PERK inh	EBV gp42 inh	MDM2 E3 inh	TNF death inh	Rad51 HR inh	Calpain2 inh	eIF4E-4G inh
C=CCOc1ccc(C2C(C(=O)c3ccco3)=C(O)C(=O)N2CCCN(CC)CC)cc1 (configuration not stated)	1.6	.	1.4	-14	4	0.1	-7	5	3
O=C(c1cc2ccccc2oc1=O)N(Cc1ccccc1)Cc1ccc2c(c1)OCO2	-0.6	-0.97	-0.4	-15	5	0.3	-8	-8	3[fluorescence artefact?]
CC1CCCCN1C(=O)Cn1c(=O)n(-c2ccc(F)cc2)c(=O)c2sccc21 (configuration not stated)	0.7	-0.65	0.0	-10	-10	0.9	11	-6	75*
CNC(=O)CCn1nc(-c2ccc(Cl)cc2)c2ccccc2c1=O	-1.7	-0.61	0.8	-11	-2	-1.7	5	2	-5
c1ccc2c(c1)Nc1nccnc1S2	85*	1.8	0.7	11	3	22	.	-17	-1
CC(c1cccnc1)N(CCN(C)C)C(=O)Nc1ccc(Cl)cc1 (configuration not stated)	0.2	0.37	0.2	-17	-5	0.0	3	-13	-6[fluorescence artefact?]
O=C(c1cccc([N+](=O)[O-])c1)c1ccc2c(c1)C(=O)NC2=O	0.8	0.94	0.9	-10	2	-0.3	-5	4	1
COc1ccc(C(NC(=O)C2CCCCC2)c2c(O)ccc3ccccc23)cc1 (configuration not stated)	-0.6	0.033	-0.7	-4	2	1.6	-11	-13	-7
O=c1oc2ccc3ccccc3c2cc1-c1nc2ccccc2o1	0.0	-0.31	1.0	.	.	0.3	-20	.	.
O=S(=O)(c1ccc(F)cc1)c1nc(-c2ccco2)oc1Nc1ccccc1	0.5	2.4	-0.8	6	23	3.5	2	11	1
CCN(CC)CCOc1c(Br)ccc2c1sc1nc3n(c(=O)c12)CCC3	81*	.	-0.4	-9	-8	-6.5	-2	0	6
c1csc(Cc2nc(-c3ccc(-n4cccc4)cc3)no2)c1	0.2	-0.66	0.7	.	.	0.5	4	.	.
